# All columns: NCI-60 one-dose screen, growth in % after 48 h at 10 µM unless noted; 100 = growth as untreated, 0 = no growth, -100 = all killed.
# NCI-H322M: NCI-H322M lung cancer; AID 1794733; 80,000 compounds, 2.7% hits
# NCI-H23: NCI-H23 lung cancer; 80,000 compounds, 4% hits; AID 1794731
# COLO 205: COLO 205 colon cancer; 79,000 compounds, 7.3% hits
# NCI-H226: NCI-H226 lung cancer. 79,000 compounds, 3.5% hits. AID 1794732
# NCI-H460: NCI-H460 lung cancer; 82,000 compounds, 6.8% hits; AID 1794736
# SK-OV-3: SK-OV-3 ovarian cancer cells; 80,000 compounds, 3.2% hits
# NCI/ADR-RES: NCI/ADR-RES ovarian cells. 81,000 compounds, 4.4% hits
# NCI-H522: NCI-H522 lung cancer | 78,000 compounds, 8% hits | AID 1794739
# IGROV1: IGROV1 ovarian cancer. 79,000 compounds, 4.7% hits. AID 1794786
# Active calls of the source: *; . = not tested or not shown; & = joins results of further samples; [ ] = another dose, or the depositor's remark. How the source made its calls: active means growth percent below 10; inactive means the rest.
SMILES,NCI-H322M,NCI-H23,COLO 205,NCI-H226,NCI-H460,SK-OV-3,NCI/ADR-RES,NCI-H522,IGROV1
O=C1O[C@H]2CCCC[C@@H]2C12ON=C(c1ccc([N+](=O)[O-])cc1)S2=O (some centres undefined),105,96,109,103,.,101,103,91,110
Cc1cc(NCCCCCCNc2cc(C)[n+](C)c3ccccc23)c2ccccc2[n+]1C,96,83,99,75,75,104,101,102,97
Nc1cc(S(=O)(=O)c2ccc(O)c(N)c2)ccc1O,93,110,103,99,92,99,115,61,100
Oc1ccccc1C=NCCN(CCN=Cc1ccccc1O)c1ccccc1,114,94,105,111,117,102,100,83,111
O=C(Nc1nc2ccc(OC(F)(F)F)cc2o1)Nc1c(F)cccc1F,95,95,111,93,100,94,98,92,112
CNC(=O)C1CCC(=O)N1Cc1c[nH]c2ccccc12 (centres undefined),86,100,105,105,106,.,102,.,101
O=C1CCCC=CC[C@H]2C=C(Cl)C(=O)C2=CC[C@H](CCCCC(F)(F)F)OC(=O)CCCC=CC[C@H]2C=C(Cl)C(=O)C2=CC[C@H](CCCCC(F)(F)F)OC(=O)CCCC=CC[C@H]2C=C(Cl)C(=O)C2=CC[C@H](CCCCC(F)(F)F)O1,99[6.25 µM],65[6.25 µM],80[6.25 µM],113[6.25 µM],90[6.25 µM],119[6.25 µM],98[6.25 µM],34[6.25 µM],44[6.25 µM]
COc1cc(/C=C2/Oc3cc4occc4c(OC)c3C2=O)ccc1OCC(=O)Nc1ccccc1,91,88,90,88,87,84,77,69,87
CC[C@H](Nc1nc(N)nc(C2CC2)c1C#N)c1nc2cccc(NCc3ccc(C(=O)NO)cc3)c2c(=O)n1-c1ccccc1,21,-15*,-18*,-22*,-15*,-9.6*,46,-30*,2.3*
O=C1C(Cl)=CC(=NCl)C=C1Cl,89,101,130,96,112,108,102,105,107
CCN(CC)CCCC(C)Nc1c2ccccc2nc2c(Cl)cccc12 (centres undefined),47,63,18,55,23,56,44,39,59
c1cncc(-c2ccnc3nc(-c4ccncc4)nn23)c1,90,103,110,89,98,93,103,93,89
O=C(/C=C/c1ccc(OCc2ccccc2)cc1)c1c(F)cccc1F,112,105,115,.,105,106,110,107,120
O=c1cc(O)n(C2=NCCN2)[nH]1,110,101,104,103,101,102,108,78,113
CC(=O)c1c(C)c(C)c(C(C)=O)c(C)c1C,112,94,120,104,107,112,100,107,117
COC(=O)c1cc(Cl)nc(S(C)(=O)=O)n1,99,98,111,93,109,103,99,92,107
[C-]#[N+]c1c(-c2ccc(OC)cc2)cc(-c2ccc(N)cc2)nc1N,91,100,106,95,99,102,93,83,109
S=c1nc(Cc2nc3ccccc3s2)[nH][nH]1,98,89,98,82,100,84,106,89,79
C[n+]1c(/C=C/c2ccccc2)ccc2ccccc21,102,97,34,96,102,42,108,76,102
O=S(=O)(NCCNc1nccc(-c2c(-c3ccccc3)nc3sccn23)n1)c1ccc(O)cc1,58,50,29,46,21,65,86,65,22
CC(=O)c1ccc(S(=O)(=O)Cl)cc1,111,103,.,103,106,103,109,103,111
COc1ccc(-n2cc(-c3ccc(Cl)cc3)nc2SCC(=O)c2ccc(Cl)cc2)cc1,91,86,99,97,99,92,88,69,95
C/C(=N\Nc1ccc([N+](=O)[O-])cn1)c1ccc(N)cc1,120,109,104,109,110,115,115,86,94
O=C(O)c1ccc(-c2nn(-c3ccc(C(F)(F)F)cc3)cc2CNc2ccc(Cl)cc2)cc1,75,89,109,85,77,112,86,75,80
O=C(C(Br)C(Br)c1ccccc1)C(Br)C(Br)c1ccccc1 (centres undefined),84,9.0*,-48*,-37*,64,83,17,-91*,-49*
O=[N+]([O-])c1cc(C(F)(F)F)cc2c1SC1=Nc3ccccc3CN12,95,102,121,94,99,99,106,95,106
Nc1ccc(N2C(=O)NC(=O)C(=O)C2=O)cc1,116,101,112,102,106,105,102,101,108
OCCN1CCC(CCCC2CCNCC2)CC1,118,109,114,85,103,108,114,127,110
NNc1cccc2ccccc12,87,99,135,84,105,94,108,111,69
CCNCCCn1c2c(c3cc(OC)c(OC)cc3c1=O)C(=O)c1cc(OC)cnc1-2,33,21,13,18,0.6*,-32*,27,13,32
COc1cc(C2C=C(C)N=C3SC(C)=CN32)cc(OC)c1OC (centres undefined),107,104,104,99,104,108,108,86,108
C=C1c2c(C)nn(-c3ccc(N)cc3)c2N(C)C23CC1C1(C)c4c(C)nn(-c5ccc(N)cc5)c4N(C)C(C)(CC12)C3 (centres undefined),92,94,.,71,57,71,79,62,100
CN1CCN(CC#CCNC(=O)[C@]23CCC(C)(C)C[C@H]2C2=CC[C@@H]4[C@@]5(C)Cc6c([nH]c7ccccc67)C(C)(C)[C@@H]5CC[C@@]4(C)[C@]2(C)CC3)CC1,89,96,51,94,-25*,87,77,67,81
O=C(Nc1ccc(OCc2nnc(-c3ccc(Cl)cc3)o2)c(F)c1)c1ccc(Cl)c(C(F)(F)F)c1,82,47,60,60,45,86,55,33,59
CCOC(=O)C1=C(C)N(c2ccc(OC)cc2)C2(O)C=CC(O)=C(C#N)C12C#N (centres undefined),100,103,116,112,103,119,110,91,106
O=C(O)c1ccc(-n2cc(CNc3ccccc3)c(-c3ccc(C(F)(F)F)cc3)n2)cc1,86,86,107,97,74,87,93,94,94
CCCCCC(=O)c1ccc(OCCCN2CCN(C(=O)OCC)CC2)cc1,119,81,96,73,99,104,83,101,112
Nc1ncnc2c1N=C(c1ccc(F)cc1)CC(c1cccc(Nc3ccnc4cc(C(F)(F)F)ccc34)c1)N2 (centres undefined),93,78,71,72,76,67,73,68,72
CC1(C)COC1(c1ccccc1)c1cccnc1 (centres undefined),103,114,114,84,102,109,117,110,104
CS(=O)(=O)Nc1cncc(-c2ccc3ncnc(Nc4ccc(Oc5ccncc5)cc4)c3c2)c1,98,60,62,78,96,77,103,52,32
CCCCCOC(=O)C(CCCCC)C(=O)CCCCC (centres undefined),87,103,111,94,110,113,102,91,80
COc1ccc(NC(=O)[C@@H](N)CO)cc1C(=O)Nc1cccc(C2CC(=O)c3c(cc(OC)c(OC)c3OC)O2)c1 (some centres undefined),81,73,99,65,96,90,50,51,72
O=C1CSC(=S)N1c1ccccc1,109,104,111,93,104,102,105,98,99
COc1ccc(C2CC(c3cc(OC)c(OC)c(OC)c3)=NO2)cc1OCCCCOc1ccc(-n2c(/C=C/c3ccccc3)nc3ccccc3c2=O)cc1 (centres undefined),110,48,84,123,119,112,27,96,116
O=C(/C=C(/C=C/c1ccc(OC(F)(F)F)cc1)OB(F)F)/C=C/c1ccc(OC(F)(F)F)cc1,106,91,94,104,.,103,102,83,107
COC1(OC)C2(Cl)C=C(c3ccccc3)C1(Cl)C(Cl)=C2Cl (centres undefined),.,.,108,102,113,90,99,81,90
COc1cc2oc(-c3cccc(C(=O)Nc4ccccc4)c3)cc(=O)c2c(OC)c1OC,82,92,97,87,89,95,82,78,81
Clc1ccc(/C=N/N=C/c2ccc(Cl)cc2Cl)c(Cl)c1,.,94,108,88,109,94,105,86,98
O=C(Nc1ccccc1)Nc1ccc(OCc2ccc(F)cc2)cc1,93,.,117,99,98,121,99,85,107
COc1ccc(-c2cc(-c3c(C)oc4cc5occc5c(OC)c4c3=O)[nH]c(=O)c2C#N)cc1OC,101,94,113,94,106,100,101,94,103
CC[C@H](c1ccc(O)cc1)[C@@H](CC)c1ccc(F)cc1,102,101,101,106,102,98,106,90,97
CCNC(=O)OCCCl,105,111,115,98,109,105,109,98,100
COc1ccc(/C(=N\NC(N)=S)c2ccc(Cl)cc2)cc1OC,54,27,1.0*,52,12,18,7.1*,-10*,30
Cn1c(-c2ccc(Br)cc2)c(O)c(=O)c2c(F)cccc21,54,48,7.7*,63,20,46,22,54,49
COc1ccc(C(=O)COc2ccc3c(c2)O/C(=C\c2cc(OC)c(OC)c(OC)c2)C3=O)cc1,129,104,136,103,121,139,92,105,106
CC(=O)c1nn(-c2ccc([N+](=O)[O-])cc2)cc1C(=O)c1cc2c(ccc3ccccc32)oc1=O,87,93,108,87,103,92,100,88,91
Cc1[nH]cc[n+]1CC1CCC2C(C1=O)c1ccccc1N2C (centres undefined),104,94,107,99,103,101,93,111,117
CN(C)CCCOc1ccccc1NC1=C(Cl)C(=O)C(Nc2ccccc2OCCCN(C)C)=C(Cl)C1=O,.,-48*,-65*,-81*,-21*,-24*,78,-67*,-45*
O=CN1N=C(c2ccc(Cl)cc2)CC1c1cn(Cc2ccc(Cl)cc2)c2ccccc12 (centres undefined),89,77,90,66,82,85,80,73,84
O=C(CC(=O)Nc1ccc(C(=O)O)cc1)Nc1ccc(C(=O)O)cc1,111,111,101,101,110,84,104,93,109
# Going on with the list.
SMILES,NCI-H322M,NCI-H23,COLO 205,NCI-H226,NCI-H460,SK-OV-3,NCI/ADR-RES,NCI-H522,IGROV1
Oc1c(C(c2ccccc2)N2CCCCC2)ccc2ccccc12 (centres undefined),115,102,111,99,111,109,107,100,111
CN(/N=N/N(C)c1ccccc1)c1ccccc1,109&124,101&97,106&108,103&100,107&109,101&106,111&106,108&85,.
O=c1[nH]c(CCl)nc2c1cnn2-c1ccccc1,101,101,114,110,101,122,106,103,96
CCN(CCNc1ccc(C)c2sc3cc(Cl)ccc3c(=O)c12)CC(C)O (centres undefined),96,93,-34*,134,3.2*,.,75,28,.
CCc1c(O)c2cccc3c2n(c1=O)CC3,96,105,108,100,101,114,99,91,94
COc1ccc(OC)c(NC=O)c1,111,101,108,103,105,110,109,103,.
N/C(=N\c1nc2ccc([N+](=O)[O-])cc2s1)NC(=O)Nc1ccccc1Cl,62,45,49,24,11,24,38,5.7*,56
CC(C)CCC[C@@H](C)[C@H]1CC[C@H]2[C@@H]3CC=C4c5sc(NCCCN6CCOCC6)nc5CC[C@]4(C)[C@H]3CC[C@]12C,106,89,121,91,107,108,103,105,99
O=[N+]([O-])c1ccc(-c2nc3ccc(-c4n[nH]c(=S)n4-c4ccccc4)cc3[nH]2)cc1,100,99,110,111,111,.,103,105,100
CCN(CC)CCNc1ccc([N+](=O)[O-])c2sc3cc(Cl)ccc3c(=O)c12,54,64,60,85,-18*,86,34,49,15
OC1C2COC(O2)C2OC(c3ccccc3)OC12 (centres undefined),105,105,114,103,107,115,111,89,121
C#CCC1(c2cccc(Cl)c2)NS(=O)(=O)c2ccccc21 (centres undefined),92,97,106,103,105,100,98,65,100
COc1cc(/C=C/C(=O)c2nc3cc(F)ccc3nc2C)cc(OC)c1OC,102,65,82,103,53,113,41,70,35
Cc1ccc(C(=O)Nc2cccc(C(=O)NC(=S)Nc3ccc(S(N)(=O)=O)cc3)c2)cc1,87,77,98,68,78,77,85,49,96
N#Cc1ccccc1-c1ccc(CN2C(=O)S/C(=C\c3ccc(O)cc3)C2=O)cc1,106,104,115,96,104,100,102,88,113
Cc1ccc(S(=O)(=O)Nc2ccc(C3=NNC(c4cccc(C)c4)C3)cc2)cc1 (centres undefined),98,105,101,100,100,106,103,88,92
CNC(=O)c1cccc(N2CCc3c2ccc(NC(=O)Nc2ccc(N4CCN(C)CC4)c(C(F)(F)F)c2)c3F)c1,-92*,-86*,93,104,-81*,45,-79*,-92*,-92*
CC12CC(=O)C34OCC(=O)N3c3ccccc3C(O1)C4C2O (centres undefined),101,98,90,93,102,94,104,101,97
COc1ccc2c(c1)CC/C(=C\c1cccc(OCC(=O)Nc3nccs3)c1)C2=O,83,112,138,112,118,115,106,84,.
COc1ccc(C2C=C(c3ccc(Cl)cc3)N=C3SC=CN32)cc1OC (centres undefined),110,102,110,105,104,109,102,119,118
O=[N+]([O-])c1cc2ncccc2c2ncccc12,80,81,96,96,67,94,75,16,56
COC1C(COC(=O)c2ccccc2)OC2OC(C)(C)OC21 (centres undefined),94,100,115,101,109,92,101,105,102
Cc1ccccc1NC(=O)Cn1cc(CN2CCN(c3ccnc4cc(Cl)ccc34)CC2)nn1,103,99,99,91,99,96,99,102,100

# Gathered by group: those above with an NH in an aromatic ring
SMILES,NCI-H322M,NCI-H23,COLO 205,NCI-H226,NCI-H460,SK-OV-3,NCI/ADR-RES,NCI-H522,IGROV1
CNC(=O)C1CCC(=O)N1Cc1c[nH]c2ccccc12 (centres undefined),86,100,105,105,106,.,102,.,101
O=c1cc(O)n(C2=NCCN2)[nH]1,110,101,104,103,101,102,108,78,113
S=c1nc(Cc2nc3ccccc3s2)[nH][nH]1,98,89,98,82,100,84,106,89,79
CN1CCN(CC#CCNC(=O)[C@]23CCC(C)(C)C[C@H]2C2=CC[C@@H]4[C@@]5(C)Cc6c([nH]c7ccccc67)C(C)(C)[C@@H]5CC[C@@]4(C)[C@]2(C)CC3)CC1,89,96,51,94,-25*,87,77,67,81
COc1ccc(-c2cc(-c3c(C)oc4cc5occc5c(OC)c4c3=O)[nH]c(=O)c2C#N)cc1OC,101,94,113,94,106,100,101,94,103
Cc1[nH]cc[n+]1CC1CCC2C(C1=O)c1ccccc1N2C (centres undefined),104,94,107,99,103,101,93,111,117
O=c1[nH]c(CCl)nc2c1cnn2-c1ccccc1,101,101,114,110,101,122,106,103,96
O=[N+]([O-])c1ccc(-c2nc3ccc(-c4n[nH]c(=S)n4-c4ccccc4)cc3[nH]2)cc1,100,99,110,111,111,.,103,105,100
